High-throughput results as filed in PubChem BioAssay.
TRPC6 inh = blocks the mouse TRPC6 cation channel. B-score at 10 µM. AID 2553. 310,000 tested, 1.1% active. HEK293-TRPC6, membrane potential dye, ACh-evoked depolarization; stronger effect = lower value;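 active = B-score under library mean minus 3 SD, initial fluorescence not abnormally high, positive integrated signal ratio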;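 also: B-score derived from integrated fluorescence ratio over the kinetic read; more negative B-score means stronger inhibition of depolarization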
IEC-6 tox = counter-screen for KLF5 inhibitors: cytotoxicity in IEC-6 cells; IEC-6 cytotoxicity, luminescence viability; inhibition, % at 5 µM; 290,000 tested, 0.78% active; AID 1825; in the data active = inhibition above about 22%;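 also: 0% = plate median of test compound wells and 100% = cytotoxic reference compound wells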
TRPC6 activator = activates the mouse TRPC6 cation channel | HEK293-TRPC6 membrane potential dye fluorescence; stronger effect = higher value | 310,000 tested, 0.13% active | Q61143 | B-score at 10 µM;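 active = B-score of the integrated fluorescence ratio above library mean plus 3 SD, and starting fluorescence ratio within library mean plus 5 SD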;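 also: higher score means more depolarization so channel activation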
KLF5 inhibitor = kruppel-like factor 5 inhibition; 290,000 tested, 0.23% active; inhibition, % at 5 µM; DLD-1 KLF5 promoter-luciferase reporter, luminescence;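 active = inhibition above a per-plate limit of that plate's mean compound inhibition plus 3 SD, cut at about 60% in these data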;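 also: 0% = DMSO wells and 100% = LY294002 at 200 µM; higher means less KLF5 promoter-driven luciferase light; inactives centre near -14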
TRPC4 agonist = opens the mouse TRPC4 cation channel. HEK293 TRPC4beta/mu-opioid, Fluo4 calcium fluorescence; stronger effect = higher value. B-score at 10 µM. 310,000 tested, 0.49% active. AID 2237;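 active = B-score above 5 SD of library B-scores, and initial fluorescence ratio not above library mean plus 5 SD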;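 also: positive B-score marks a calcium rise read as TRPC4 activation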
Target sequence (Q9QUQ5 whole entry, looked up): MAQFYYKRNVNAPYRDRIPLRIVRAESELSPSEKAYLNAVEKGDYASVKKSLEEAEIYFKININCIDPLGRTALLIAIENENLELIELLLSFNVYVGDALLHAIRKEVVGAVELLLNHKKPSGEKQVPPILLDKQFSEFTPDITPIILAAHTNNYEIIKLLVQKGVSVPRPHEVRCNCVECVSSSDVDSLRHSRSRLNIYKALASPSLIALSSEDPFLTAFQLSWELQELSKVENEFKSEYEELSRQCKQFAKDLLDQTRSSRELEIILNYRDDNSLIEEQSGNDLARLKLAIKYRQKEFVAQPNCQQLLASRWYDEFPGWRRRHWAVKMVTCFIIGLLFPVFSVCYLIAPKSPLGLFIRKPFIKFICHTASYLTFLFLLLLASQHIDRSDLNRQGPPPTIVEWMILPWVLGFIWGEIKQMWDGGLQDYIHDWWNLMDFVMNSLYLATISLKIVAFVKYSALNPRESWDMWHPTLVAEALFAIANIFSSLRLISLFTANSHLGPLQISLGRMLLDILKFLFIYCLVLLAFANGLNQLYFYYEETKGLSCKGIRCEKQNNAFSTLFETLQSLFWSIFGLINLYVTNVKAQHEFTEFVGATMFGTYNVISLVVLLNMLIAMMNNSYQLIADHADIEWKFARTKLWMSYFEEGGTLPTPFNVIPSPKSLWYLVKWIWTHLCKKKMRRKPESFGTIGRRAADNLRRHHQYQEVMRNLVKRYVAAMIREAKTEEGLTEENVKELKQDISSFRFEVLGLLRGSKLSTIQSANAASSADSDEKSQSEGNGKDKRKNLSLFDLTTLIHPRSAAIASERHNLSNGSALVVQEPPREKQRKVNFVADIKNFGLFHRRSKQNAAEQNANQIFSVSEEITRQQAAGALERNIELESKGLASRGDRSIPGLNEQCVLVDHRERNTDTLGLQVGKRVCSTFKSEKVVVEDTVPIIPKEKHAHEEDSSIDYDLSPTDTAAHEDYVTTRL
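Test system: HEK293 cells stably co-expressing mouse TRPC4beta and mu-opioid receptor | Schedule: Fluo4 dye loading 45 min at room temperature, 110 s recording | Measured by: Kinetic Fluo4 calcium fluorescence, 5 s baseline at 1 Hz | Evaluation: B score of integrated ratio | Controls: Buffer (low) and maximal DAMGO (high)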
HIF act = HIF pathway transcriptional activation; U2OS HRE-luciferase reporter, luminescence; normalized: DMSO 0%, desferrioxamine 100%; activation, % at 7.5 µM (by protocol); 300,000 tested, 0.32% active; AID 1910;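 active = mean activation of at least 10% of the iron chelator positive control signal, with at least half of replicates also reaching 10%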
TRPC4 PAM = allosterically enhances the mouse TRPC4 cation channel. Q9QUQ5. HEK293 TRPC4beta/mu-opioid, DAMGO EC20, Fluo-4 Ca2+ flux; stronger effect = higher value. B-score at 10 µM. 310,000 tested, 0.42% active;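 active = B-score of calcium response area above 5 SD of library B-scores, with initial fluorescence ratio within 5 SD of library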;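 also: B-score of integrated fluorescence ratio over time as area under calcium response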
TRPC4 inh = blocks the mouse TRPC4 cation channel; HEK293 TRPC4beta/mu-opioid, DAMGO-evoked Fluo4 calcium flux; stronger effect = lower value; B-score at 10 µM; 300,000 tested, 0.39% active;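 active = B-score over 3 SD under the library average, no early fluorescence shift, positive overall ratio signal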
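Signal: kinetic Fluo4 fluorescence imaging of calcium influx. Material: stable TRPC4beta/mu-opioid receptor HEK293 cells. Probe or stimulus: DAMGO in two steps, submaximal then maximal.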
MrgX1 antagonist = human MrgX1 receptor antagonism, primary screen; Q96LB2; MRGX1-HEK293 calcium flux, Fluo-4, BAM8-22 antagonism; stronger effect = lower value; B-score at 10 µM; 310,000 tested, 1.3% active;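 active = calcium-response B-score plate-corrected more than 3 library SD below zero, starting fluorescence within 5 deviations, no agonist response on first addition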;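 also: peak minus trough fluorescence over baseline after final BAM8-22 challenge near maximal dose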
SKKanGAS inh = SKKanGAS growth inhibition; S. pyogenes SKKanGAS, kanamycin growth, BacTiter-Glo, 6 h; inhibition, % at 7.5 µM; 300,000 tested, 1.3% active;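 active = mean replicate score, as percent of positive control median, at least 50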;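 also: strain carries kanamycin resistance gene driven by streptokinase promoter and grows in 40 µg/ml kanamycin; loss of luminescence reflects streptokinase promoter inhibition or plain growth inhibition; 0% = median of DMSO wells and 100% = positive control at its reference dose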
aSyn UTR inh = 5' untranslated region of α-synuclein, MLPCN primary screen; alpha-synuclein 5'UTR reporter, inhibitor activity; inhibition, % (tested at 7.5 µM); 300,000 tested, 0.82% active; AID 1813; in the data active = inhibition above about 60%;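 also: H4 neuroglioblastoma cells stably carrying SNCA 5'UTR luciferase fusion; 0% = DMSO wells and 100% = positive control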
Active calls of the source: *; i = inactive; · = not tested or not shown.

Values run as follows: TRPC6 inh	IEC-6 tox	TRPC6 activator	KLF5 inhibitor	TRPC4 agonist	HIF act	TRPC4 PAM	TRPC4 inh	MrgX1 antagonist	SKKanGAS inh	aSyn UTR inh
- O=[N+]([O-])c1cccc(N/N=C/c2cc([N+](=O)[O-])ccc2O)c1
  i	2	i	-26	i	0.6	i	i	i	-4	-70
- O=C(NCc1n[nH]c(=S)n1-c1ccccc1Cl)c1ccc(S(=O)(=O)N2CCCCC2)cc1
  i	-1	i	-15	i	0.0	i	i	i	-1	-8
- O=C(CCCC(=O)NCc1ccccc1)NCc1ccccc1
  i	0	i	-16	i	-0.1	i	i	i	6	8
- NC(=O)[C@H]1CC2(CC(c3cccc(NC(=O)c4ccccc4)c3)=NO2)CN1C(=O)[C@H]1CCC(=O)N1 (stereo partly specified)
  i	6	i	-11	i	-1.3	i	i	i	-1	18
- CC(C)C(C(=O)OCC(=O)c1cccc([N+](=O)[O-])c1)N1C(=O)[C@@H]2[C@H]3CC[C@H](C3)[C@@H]2C1=O (stereo partly specified)
  i	2	i	-9	i	-0.2	i	i	i	-5	-19
- COc1ccc(NS(=O)(=O)NC(=O)c2c[nH]c3ccccc23)cc1
  i	-2	i	-4	i	1.1	i	i	i	-3	-38
- CCCNC(=O)C12CCC(C)(C(=O)O1)C2(C)C (stereo unspecified)
  i	-1	i	-27	i	-0.7	i	i	i	-4	5
- O=C(c1ccc(Cl)s1)N1CCN(c2ncccn2)CC1
  i	-3	i	-28	i	·	i	i	i	-14	0
- O=C(O)C(Cc1c[nH]c2ccccc12)NS(=O)(=O)c1ccc2ccccc2c1 (stereo unspecified)
  i	-5	i	-38	i	-0.2	i	i	i	6	3
- Cc1cc(C(=O)Nc2cccnc2)no1
  i	1	i	-24	i	0.0	i	i	i	-2	-13
- COc1cc(/C=C2/C(=N)N3C=CSC3=NC2=O)ccc1OCCOc1ccc(NC(C)=O)cc1
  i	0	i	-17	i	0.4	i	i	i	-10	-14
- CN(C)CCN(C(=O)c1ccccc1Cl)c1nc2c(Cl)cccc2s1
  i	-2	i	-7	i	0.8	i	i	i	0	-37
- CCCS(=O)(=O)N1CCN(Cc2ccc3c(c2)c2ccccc2n3CC)CC1
  i	-1	i	-5	i	-0.1	i	i	i	-16	0
- O=C(N/N=C/c1cn[nH]c1-c1ccccc1)c1ccco1
  i	6	i	-42	i	0.0	i	i	i	-2	-11
- O=S(=O)(c1ccc(Cl)cc1)N1CCCC1c1nc2ccccc2s1 (stereo unspecified)
  i	-1	i	-27	i	-0.2	i	i	i	13	12
- CCN(CC)c1ccc(CC(=O)NC(C)Cc2ccccc2)cc1 (stereo unspecified)
  i	3	i	-30	i	-0.3	i	i	i	-2	16
- O=C(Nc1ccc([N+](=O)[O-])cn1)C1CC1
  i	10	i	2	i	-0.5	i	i	i	-3	14
- COc1ccc(/C=N/Nc2cc(C)nc(N3CCOCC3)n2)cc1
  i	1	i	-23	i	1.6	i	i	i	-8	-30
- Cc1ccc(S(=O)CCNC(=O)Cc2ccccc2)cc1 (stereo unspecified)
  i	-7	i	0	i	-0.4	i	i	i	1	-11
- O=C(COc1ccc(-n2cnnn2)cc1)N1CCN(c2ccc(F)cc2)CC1
  i	4	i	-17	i	0.6	i	i	i	4	24
- O=C(Nc1ccc(S(=O)(=O)N2CCCC2)cc1)c1ccc([N+](=O)[O-])cc1
  i	7	i	-13	i	-3.0	i	i	i	-3	13
- Cc1onc(-c2ccccc2Cl)c1C(=O)OCC(=O)Nc1cccc(S(=O)(=O)N2CCOCC2)c1
  i	5	i	-27	i	0.2	i	i	i	9	-12
- COc1ccc(OC)c(CNC(=O)CCCn2ccc3cc(S(=O)(=O)N4CCCC4)ccc32)c1
  i	-7	i	-12	i	-0.3	i	i	i	-2	12
- O=C(CSc1nnc(-c2ccccc2Cl)o1)Oc1ccc(Br)cc1
  i	2	i	-1	i	-0.2	i	i	i	-5	9
- Cc1noc(C)c1C(=O)Nc1cccc2ncccc12
  i	-2	i	-29	i	-2.5	i	i	i	-4	7
- O=c1c(Cl)c(Nc2cccc(Cl)c2)cnn1-c1nc2ccccc2s1
  i	13	i	-16	i	1.3	i	i	i	23	-78
- O=C(O)CC1(CC(=O)NCc2ccccn2)CCCCC1
  i	-4	i	-27	i	0.0	i	i	i	-1	11
- O=C(CCN1CCCC1)c1cccs1
  i	1	i	-31	i	-10	i	i	i	-4	-14
- CCN1CCN(Cc2ccc(NC(=O)c3cc(NC(=O)C4=NN(c5ccccc5)C(=O)C4)cc(OC)c3)cc2C(F)(F)F)CC1
  i	·	i	·	i	-0.1	i	i	i	3	11
- Cc1onc(-c2ccccc2)c1C(=O)NCC1CCN(C(=O)c2c(-c3ccccc3)noc2C)CC1
  i	-5	i	-10	i	-38	i	i	i	18	-3
- Cn1c(CSc2nc3ccccc3s2)nnc1SCC(=O)NCc1ccccn1
  i	-5	i	-7	i	0.1	i	i	i	-5	6
- CC1=C(C)C(=O)C(N2CCOCC2)=CC1=O
  i	-6	i	-13	i	-0.2	i	i	·	9	-6
- COc1ccccc1C(=O)Nc1ccc(C(=O)N2CCCCC2)cc1
  i	-4	i	-26	i	-0.1	i	i	i	-10	-10
- CC1=N/C(=C\c2ccc([N+](=O)[O-])cc2)C(=O)N1c1ccc(Cl)cc1
  i	9	i	-12	i	0.0	i	i	i	-8	7
- O=C(CNC(=O)c1ccc(Br)o1)NCc1cccc(Cl)c1
  i	-3	i	-6	i	-0.9	i	i	i	-5	-15
- O=[N+]([O-])C(/C=C(\Cl)[N+](=O)[O-])=C(N1CCCCC1)N1CCCCC1
  i	8	i	11	i	-0.1	i	i	i	-17	-69
- COC(=O)c1ccc(NC(=O)CS(=O)(=O)Cc2ccccc2)cc1
  i	5	i	-7	i	-0.2	i	i	i	-5	7
- CC(C)=CC(=O)OCC(=O)Nc1ccc(F)cc1Cl
  i	-4	i	9	i	0.5	i	i	i	5	-9
- CCOC(=O)C1CCN(S(=O)(=O)c2nc3nc(C)cc(C)n3n2)CC1
  i	3	i	-18	i	0.2	i	i	i	-4	-9
- Cc1cccc(/C=C/C(=O)c2cc(Br)ccc(=O)c2O)c1
  i	1	i	-38	i	0.0	i	i	i	90*	53
- CC(=O)c1c(C)[nH]c(C(=O)CSc2nnc(-c3ccccc3)o2)c1C
  i	-1	i	2	i	-0.2	i	i	i	6	12
- COc1cc2c(C(=O)N(C)c3cc(Cl)ccc3OC)cn(C)c(=O)c2cc1OC
  i	4	i	-23	i	-0.6	i	i	i	-4	-2
- [O-][N+]12CCCCC1CCCC2CO (stereo unspecified)
  i	2	i	0	i	0.0	i	i	i	-1	14
- COc1ccc(-c2nc(C#N)c(NCc3ccccc3Cl)o2)cc1
  i	-1	i	-37	i	·	i	i	i	6	·
- CCN1CCN(c2nc(-c3ccccc3Cl)nc3ccccc23)CC1
  i	4	i	-28	i	0.6	i	i	i	-3	20
- COC(=O)/C=C1\OC(c2ccccc2)=CC1=O
  i	-1	i	-17	i	0.4	i	i	i	-4	-28
- Cc1ccc(Cn2nc(C)c(NC(=O)CCCn3nc(C)c([N+](=O)[O-])c3C)c2C)cc1
  i	-7	i	-23	i	-1.3	i	i	i	5	15
- Oc1ccc(Cl)cc1/C=C/c1ccc2cccc(O)c2n1
  i	-4	i	27	i	2.1	i	i	·	-39	15
- COC(=O)C1=C(C)NC2=C(C(=O)CCC2)C1c1ccsc1 (stereo unspecified)
  i	-6	i	-11	i	-0.5	i	i	·	-6	-2
- COc1ccc(C(=O)NNC(=O)C2CCCN(C3CC(=O)N(c4ccccc4)C3=O)C2)cc1 (stereo unspecified)
  i	-2	i	-25	i	-0.3	i	i	i	4	15

Continued.
Values run as follows: TRPC6 inh	IEC-6 tox	TRPC6 activator	KLF5 inhibitor	TRPC4 agonist	HIF act	TRPC4 PAM	TRPC4 inh	MrgX1 antagonist	SKKanGAS inh	aSyn UTR inh
- CCCOc1ccc(CSC2=NCCN2)cc1[N+](=O)[O-]
  i	8	i	-25	i	0.0	12*	i	i	1	-13
- COc1ccc(C)cc1NC(=O)C1CC(=O)OC12CCCCC2 (stereo unspecified)
  i	-1	i	-12	i	-0.7	i	i	i	-6	-8
- COc1cc2c(cc1OC)CN(C(=O)CN1CCN(S(=O)(=O)c3ccccc3)CC1)CC2
  i	1	i	-15	i	-0.2	i	i	i	-7	-5
- CCOc1ccc(CCNC(=O)CN2C(=O)CCSc3ccccc32)cc1
  i	-8	i	0	i	0.3	i	i	i	-4	-7
- CCOC(=O)NN1C(=O)c2ccccc2NC1c1ccccc1O (stereo unspecified)
  i	-4	i	-30	i	-0.2	i	i	i	0	3
- O=C(NCCCc1ccccc1)c1cc(COc2c(F)cccc2F)on1
  i	-2	i	-35	i	1.0	i	i	i	-9	-40
- CCOC(=O)c1cc(NC(=O)c2ccco2)ccc1N1CCOCC1
  i	3	i	-16	i	·	i	i	i	·	·
- COc1ccc(C2CC(c3ccccc3)=NN2C(=O)CSc2nccc(=O)[nH]2)cc1 (stereo unspecified)
  i	3	i	-12	i	2.5	i	i	i	9	12
- O=c1[nH]c(CSc2ncnc3sccc23)nc2cc(C(F)(F)F)ccc12
  i	4	i	-2	i	-0.3	i	i	i	26	6
- CCCc1cc(C(=O)OCC(=O)N(CCC)c2c(N)n(Cc3ccccc3)c(=O)[nH]c2=O)sc1C
  i	·	i	·	i	0.7	i	i	i	2	40
- O=C(CSc1ncn[nH]1)N1CCN(S(=O)(=O)c2ccccc2)CC1
  i	5	i	-4	i	0.0	i	i	i	1	0
- CC1(C)Cc2nc3sc4c(SCC(=O)NC(c5ccccc5)c5ccccc5)ncnc4c3cc2CO1
  i	2	i	0	i	1.6	i	i	i	1	-44
- COc1ccc(CCN(C)C(=O)c2cc(S(=O)(=O)N3CCCCCC3)ccc2OC)cc1OC
  i	·	i	·	i	-0.5	i	i	i	11	35
- Nn1c(SCC(=O)N2CCCCC2)nnc1-c1ccncc1
  i	-2	i	-44	i	-0.1	i	i	i	-6	-2
- Cc1nnc(N(Cc2ccccc2)C(=O)c2cnccn2)s1
  i	0	i	-12	i	-1.6	i	i	i	-1	-1
- N=C1SCC(=O)N1c1ncc(Cc2ccc(F)cc2)s1
  i	-3	i	-9	i	-0.7	i	i	i	74*	-8

Rows were taken by chance; about 5.8% have a hit in one of these screens.
